Tn7 DDE FP: disrupts Tn7 cyclic peptide binding to fibrin D-Dimer-E complex | P02675 | FP displacement of FITC-Tn7 peptide from fibrin DD(E); 0% = median of compound wells per plate | inhibition, % at 8.3 µM | 370,000 tested, 0.13% active | AID 720508;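 active = inhibition above the mean of compounds falling within the control limits plus 3 SD of them, cut at about 14% in these data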;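 also: 0% = plate median of compound wells and 100% = 10 µM Aha-Tn7 peptide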
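Assay system: Fibrin-DD(E) protein isolated from polymerized human fibrin clots; read-out basis: percent inhibition; medium: Tris/NaCl/CaCl2 buffer, pH 7.8; signal: FP measurement; incubation: 10 min plus 3 h, room temperature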
PLC-gamma1 inh: inhibitors of human phospholipase C gamma1. 370,000 tested, 0.84% active. inhibition, % at 12.2 µM. purified PLC-gamma1, fluorogenic substrate, fluorescence. AID 720700; in the data active = inhibition above about 9.5%
ARFGAP1 inhibitor: inhibits rat ARF GTPase activating protein 1. Arfgap1-stimulated ARF1 GTP hydrolysis, GDP FP detection. inhibition, % at 16.5 µM. 360,000 tested, 0.26% active;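 active = inhibition above a per-plate limit, mean inhibition of low control wells plus 3 SD, cut at about 25% in these data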;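 also: 0% = DMSO wells with enzyme and 100% = wells lacking Arfgap1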
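System: truncated rat Arfgap1 GAP domain / Medium: HEPES-based buffer, pH 7.5 / Also added: N-terminally truncated human ARF1-GTP substrate / Incubation: enzyme reaction 120 min at 25 °C after 20 min preincubation / Measured by: FP of antibody-bound GDP Alexa 633 tracer, ex 620/em 688 nm / Replicates: singlicate, each compound tested once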
UHRF1 MBD2 ctr: UHRF1 methyl-DNA binding inhibition; Q96T88; UHRF1 binding to methylated oligo, TR-FRET; inhibition, % at 4.4 µM; 370,000 tested, 0.75% active; in the data active = inhibition above about 21%;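 also: UHRF1 SRA domain binding a hemimethylated CpG hairpin DNA probe; 0% = median of test compound wells and 100% = reference inhibitor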
ASAP1 GAP inh: inhibitors of human ASAP1 ArfGAP activity. Q9ULH1. AID 624377. ASAP1-stimulated ARF1 GTP hydrolysis, GDP FP detection. inhibition, % at 16.5 µM. 360,000 tested, 0.19% active; in the data active = inhibition above about 25%;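 also: 0% = vehicle with enzyme and substrate and 100% = no enzyme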
PLC-beta3 inh: blocks human PLC-beta3 enzyme activity. Q01970. inhibition, % at 12.2 µM. 370,000 tested, 0.18% active. Purified PLC-beta3, fluorogenic substrate, fluorescence; in the data active = inhibition above about 11%;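 also: 0% = median of compound wells on plate and 100% = full blocker control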
Target sequence (Q01970 whole entry, looked up): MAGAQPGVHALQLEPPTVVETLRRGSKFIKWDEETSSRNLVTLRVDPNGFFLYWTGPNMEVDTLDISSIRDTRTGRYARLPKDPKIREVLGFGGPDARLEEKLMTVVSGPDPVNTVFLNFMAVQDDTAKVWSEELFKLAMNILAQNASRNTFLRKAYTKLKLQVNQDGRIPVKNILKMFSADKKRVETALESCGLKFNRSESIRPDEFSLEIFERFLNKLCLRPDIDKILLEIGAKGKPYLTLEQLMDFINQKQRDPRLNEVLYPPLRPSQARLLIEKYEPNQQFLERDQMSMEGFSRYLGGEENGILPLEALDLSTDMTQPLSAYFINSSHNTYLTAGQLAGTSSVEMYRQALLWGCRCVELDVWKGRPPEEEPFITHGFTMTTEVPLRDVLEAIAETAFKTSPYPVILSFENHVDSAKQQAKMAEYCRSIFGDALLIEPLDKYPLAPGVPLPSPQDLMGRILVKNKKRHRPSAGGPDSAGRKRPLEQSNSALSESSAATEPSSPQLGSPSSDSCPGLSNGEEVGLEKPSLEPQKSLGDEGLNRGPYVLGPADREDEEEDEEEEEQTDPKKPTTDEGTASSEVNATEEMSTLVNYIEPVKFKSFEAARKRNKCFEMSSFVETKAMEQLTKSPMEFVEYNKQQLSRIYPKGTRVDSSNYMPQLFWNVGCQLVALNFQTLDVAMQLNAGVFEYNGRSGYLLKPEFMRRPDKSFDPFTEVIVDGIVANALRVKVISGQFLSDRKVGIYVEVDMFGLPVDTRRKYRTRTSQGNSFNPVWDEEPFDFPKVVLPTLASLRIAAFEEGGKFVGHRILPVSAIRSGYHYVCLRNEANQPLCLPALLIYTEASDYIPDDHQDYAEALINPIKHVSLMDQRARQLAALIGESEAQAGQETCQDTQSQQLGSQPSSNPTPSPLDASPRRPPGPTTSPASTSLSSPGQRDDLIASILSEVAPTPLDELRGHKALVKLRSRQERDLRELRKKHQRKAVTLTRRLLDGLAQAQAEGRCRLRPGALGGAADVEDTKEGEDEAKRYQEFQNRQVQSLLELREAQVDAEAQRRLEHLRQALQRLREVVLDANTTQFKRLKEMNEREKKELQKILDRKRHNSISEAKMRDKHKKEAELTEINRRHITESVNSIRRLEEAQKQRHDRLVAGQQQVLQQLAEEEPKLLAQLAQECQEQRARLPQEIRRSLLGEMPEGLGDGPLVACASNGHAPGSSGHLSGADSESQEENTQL
Tn6 DDE FP: inhibitors of Tn6 peptide binding to human fibrin DD(E); P02675; Fibrin DD(E) TRITC-Tn6 fluorescence polarization displacement; inhibition, % at 8.3 µM; 370,000 tested, 0.21% active; AID 720509;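 active = inhibition above a per-campaign cutoff: mean of compounds within control limits plus 3 SD, cut at about 15% in these data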;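 also: 0% = median of all compound wells on the plate and 100% = blocking peptide control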
MBD2 DNA inh: MBD2-methylated oligo binding inhibition; Q9UBB5; TR-FRET, MBD2 binding to methylated oligonucleotide; inhibition, % at 4.4 µM; 370,000 tested, 0.31% active; in the data active = inhibition above about 13%
proKLK7 act: activates the human kallikrein-7 zymogen; activation, % at 7 µM; P49862; AID 652039; 370,000 tested, 0.9% active; purified proKLK7, EDANS-DABCYL substrate fluorescence; 100% is mature enzyme control, 0% vehicle;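 active = activation above the mean of all tested compounds plus 3 SD, computed per campaign excluding outliers beyond control limits, cut at about 13% in these data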
ADAM17 inh: inhibits human ADAM17; inhibition, % at 6.95 µM; AID 720648; 370,000 tested, 0.83% active; recombinant ADAM17, EDANS/DABCYL FRET peptide cleavage;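 active = inhibition above the mean of compounds lying between control limits plus 3 SD, set per campaign, cut at about 8.5% in these data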;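 also: 0% = DMSO-only wells as the low control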
* hit, by the source's call; i = inactive; / = no result given.

Structure	Tn7 DDE FP	PLC-gamma1 inh	ARFGAP1 inhibitor	UHRF1 MBD2 ctr	ASAP1 GAP inh	PLC-beta3 inh	Tn6 DDE FP	MBD2 DNA inh	proKLK7 act	ADAM17 inh
CC(Sc1nn(-c2ccc(F)cc2)c(=S)s1)C(=O)c1c(N)n(C)c(=O)n(C)c1=O (configuration not stated)	1	2	2	2	15	-1	-4	1	0.0	-4
CCC(C)NC(=O)c1ccc(COc2ccccc2Cl)cc1 (configuration not stated)	-9	2	-1	1	-6	1	-6	8	0.1	0
CNC(=O)CSc1nnc(-c2ccccc2)n1C	-12	-2	-9	31*	18	0	3	-3	-0.1	-1
CC1(C)C2CCC(C2)C1(C)NC(=O)CNC1CCCCC1 (configuration not stated)	-6	0	-9	-1	4	-170	-7	3	0.6	-2
CC1(C)CC(=O)C/C(=N/NC(=O)c2ccc(-c3ccccc3)cc2)C1	4	-36	0	-1	5	-41	-2	0	-3.1	-6
Cc1cccc(Cc2nnc(CCC(=O)N(C)CCc3ccccc3)o2)c1	6	-2	7	0	-4	-6	6	2	0.3	-4
Cc1nnc(NC(=O)c2ccc3c(c2)OCO3)s1	1	0	2	-1	0	1	9	1	0.5	-2
COc1cccc2oc3ccc(C#CC4(N)CCCCC4)cc3c(=O)c12	-4	-486	2	-8	-1	i	3	9	3.0	-154
Cc1cc(F)ccc1C(O)c1ncc(-c2cccc3ccccc23)[nH]1 (configuration not stated)	-1	-24	0	0	6	-29	1	-1	-0.3	-22
CCN1CCCC1CN(Cc1cc2ccc(C)cc2[nH]c1=O)C(=S)Nc1ccc(OC)cc1OC (configuration not stated)	-4	-37	-18	0	-1	-43	-3	-1	1.4	-4
COC(=O)CCC(=O)Nc1ccc(N=Nc2ccccc2)cc1	7	4	2	3	0	-1	4	-3	0.1	-1
COc1ccc(C(=O)OCC(=O)N2C(C)CCCC2C)cc1S(=O)(=O)N1CCOCC1 (configuration not stated)	-1	1	-8	0	3	3	10	-4	-0.3	-2
O=C(N[C@H]1C[C@@H]2O[C@H](CO)CC[C@@H]2O[C@@H]1CCc1ccc(-c2cccnc2)cc1)c1cccc(F)c1	6	0	/	0	/	1	-6	-1	0.1	0
COc1ccc(CNC(=O)Cn2nc(C(F)(F)F)c3c2CCC3)cc1	0	2	12	-2	9	3	2	-2	-0.2	1
CCOc1ccc(N(CC(=O)N/N=C/c2cc(Br)c(C)o2)S(C)(=O)=O)cc1	-4	-1	-10	0	-13	-2	0	-2	-0.1	0
COC(=O)c1ccc(NC(=O)c2ccc3nccnc3c2)cc1	-10	-3	12	4	-12	-16	2	5	0.3	6
CC(=O)Nc1c(Br)cc2c(c1Br)Cc1cc([N+](=O)[O-])ccc1-2	1	1	5	-3	-1	2	-3	-5	-0.9	0
Cc1ccc(S(=O)(=O)NCc2ccccc2)cc1C(=O)NCC(C)(C)N1CCOCC1	0	-1	12	-1	-5	1	-6	1	0.3	-3
CCOc1cc(/C=C2\SC(=NC)N(C)C2=O)c(Br)cc1OC(C)=O	-1	-4	-6	-1	-9	-6	3	-1	0.3	1
COc1ccc(NC(=O)COc2ccccc2)cc1NC(=O)c1ccco1	3	1	4	-5	2	-2	-1	-8	0.3	-5
Cc1csc2nc(CNC(=O)c3ccco3)cn12	-3	-1	2	0	-13	1	5	-1	-0.6	-1
Cc1ccc(S(=O)(=O)N2C[C@H]3C(=O)C[C@@H](c4ccccc4)N(S(=O)(=O)c4ccc(C)cc4)[C@H]3C[C@H]2c2ccc(Cl)cc2)cc1	3	2	-6	0	9	2	4	2	0.1	0
COCc1cc(C)nc(SCC(=O)Oc2ccc(Cl)cc2)c1C#N	2	-195	-5	0	2	-274	-4	4	0.2	-18
CC1CC(C)CN(C(=O)c2ccc3c(=O)n(Cc4ccc5c(c4)OCO5)c(=S)[nH]c3c2)C1 (configuration not stated)	1	2	5	-3	14	1	-2	0	0.6	-5
Cc1onc(-c2ccccc2Cl)c1C(=O)N1CCN(C(=O)c2ccco2)CC1	5	-1	-19	2	-4	1	-2	-3	0.5	-2
CCC(=O)c1ccc(-c2ccccc2)cc1	-7	3	-1	4	-8	4	-8	-2	-0.7	4
O=c1[nH]c(/C=C\c2ccccc2F)nc(O)c1[N+](=O)[O-]	9	2	-4	0	7	-1	8	-4	0.3	-3
CCCC1CCC2(CC1)CCC2OC(=S)Nc1ccccc1OC (configuration not stated)	7	0	/	1	/	2	13	0	/	-4
NC(=O)CCC(NS(=O)(=O)c1ccc(Cl)cc1)C(=O)NCc1ccc(Cl)cc1 (configuration not stated)	3	-4	-3	0	-1	-3	5	5	-0.4	-4
CC(=O)Nc1ccc(Nc2cc(C)nc3c(-c4ccc(Cl)cc4)cnn23)cc1	-4	-90	13	1	9	-106	5	3	-19	-9

The results go on:
Structure	Tn7 DDE FP	PLC-gamma1 inh	ARFGAP1 inhibitor	UHRF1 MBD2 ctr	ASAP1 GAP inh	PLC-beta3 inh	Tn6 DDE FP	MBD2 DNA inh	proKLK7 act	ADAM17 inh
O=S(=O)(c1ccc(SCc2ccccc2)nc1)N1CCCC1	0	3	5	1	3	-3	4	-3	-0.3	-1
Cc1cccc(NC(=O)CCn2cnnn2)c1	7	-1	-13	-3	-3	2	4	-2	-0.1	0
COc1ccc2oc(=O)c(C(=O)C[n+]3cccc(C)c3)cc2c1	0	-14	4	3	-6	-15	2	4	-0.9	-5
CCOc1cc(NC(=S)NCCCN2CCOCC2)c(OCC)cc1NC(=O)c1cccc(F)c1	2	-1	4	0	-3	-7	1	3	0.0	-4
CCOc1cc(/C=C2\C(=N)N3N=C(N4CCCCC4)SC3=NC2=O)ccc1OC(=O)c1ccco1	1	-50	-11	3	-2	-73	0	1	-2.0	-11
CCN1CCN(c2ccc(NC(=O)c3cc4ccccc4cc3OC)cc2C)CC1	3	-57	3	-1	11	-90	0	3	-1.7	2
COc1ccc2cc(C(=O)C3CCCN(C(=O)c4cc(=O)n(C)c(=O)n4C)C3)ccc2c1 (configuration not stated)	4	-499	0	1	7	i	-7	1	5.4	-437
CCC(Oc1ccccc1)C(=O)Nc1ccc(S(=O)(=O)Nc2cnc3ccccc3n2)cc1 (configuration not stated)	3	-26	4	-1	6	-34	-5	-5	0.1	-18
CSc1ncccc1C(=O)Nc1nc2ccc(F)cc2s1	-4	-7	3	1	10	-12	0	0	1.0	-3
O=C(Oc1ccccc1)c1ccc2nccnc2c1	10	0	-4	-3	0	-1	3	-4	0.0	-1
CC1CN(Cc2csc(-c3ccc(Cl)cc3)n2)CC(C)O1 (configuration not stated)	-7	5	9	1	6	1	2	5	0.2	-4
Cc1csc(NC(=O)c2cnc3ccccc3n2)n1	-8	-2	-7	-8	7	-13	1	-8	1.7	-2
CCOC(=O)c1cnc2c(F)ccc(F)c2c1Sc1ccccc1	5	1	-10	1	6	-5	0	-1	0.1	-1
Cc1ccc(C(=O)N2CCC3(CC2)Oc2ccc(F)cc2C(=O)C32CC(c3ccccc3)=NO2)s1 (configuration not stated)	7	1	-7	-2	-14	0	-14	4	-0.1	6
COCCNC(=O)C(c1ccc(C)o1)N(Cc1cccs1)C(=O)c1snc(C(N)=O)c1N (configuration not stated)	-7	-32	9	-4	0	-50	-7	-7	-0.2	-26
COc1cccc(-c2nc(CS(=O)(=O)CC(=O)NCCCc3ccccc3)c(C)o2)c1	-4	8	20	2	6	-1	-6	3	0.6	8
Cc1cnc(CN2CCc3c([nH]c4ccccc34)C2CC(C)C)[nH]1 (configuration not stated)	5	-77	9	0	11	-93	5	-6	4.8	-19
Cc1ccccc1CNC(=O)CCc1ccccc1	-3	0	0	-1	19	-3	-1	-2	-0.3	0
CC(=O)Nc1ccc(NC(=O)CS(=O)(=O)c2cn(CC(=O)N3CCCC3)c3ccccc23)cc1	-6	3	-1	-3	9	-3	4	2	0.2	-1
COc1cccc(NC(=O)CN(C)C(=O)c2cccc(S(=O)(=O)Nc3ccc(C)cc3)c2)c1	2	1	10	1	-2	-2	-8	-2	-0.1	1
CCN(C(=O)C1CCN(S(=O)(=O)c2cccc3nonc23)CC1)c1ccccc1	-4	5	-10	1	2	6	0	-3	0.1	-1
CCOC(=O)C1CCN(C(=O)CSc2ccc(Cl)cc2)CC1	1	0	4	0	0	4	1	-1	0.4	-2
Cc1cccc(C(=O)N2CCN(c3ccc(C(F)(F)F)cn3)CC2)c1C	-2	-2	4	-2	1	-2	3	-6	0.9	-1
Cn1cccc1Cc1nnc(SCC(=O)NC2CCCC2)n1CCc1ccccc1	0	-15	-9	-2	-2	-14	6	-2	2.4	-1

A second format for four compounds above.
Structure: CCC(Oc1ccccc1)C(=O)Nc1ccc(S(=O)(=O)Nc2cnc3ccccc3n2)cc1 (configuration not stated)
  Tn7 DDE FP = 3
  PLC-gamma1 inh = -26
  ARFGAP1 inhibitor = 4
  UHRF1 MBD2 ctr = -1
  ASAP1 GAP inh = 6
  PLC-beta3 inh = -34
  Tn6 DDE FP = -5
  MBD2 DNA inh = -5
  proKLK7 act = 0.1
  ADAM17 inh = -18

Structure: Cc1cnc(CN2CCc3c([nH]c4ccccc34)C2CC(C)C)[nH]1 (configuration not stated)
  Tn7 DDE FP = 5
  PLC-gamma1 inh = -77
  ARFGAP1 inhibitor = 9
  UHRF1 MBD2 ctr = 0
  ASAP1 GAP inh = 11
  PLC-beta3 inh = -93
  Tn6 DDE FP = 5
  MBD2 DNA inh = -6
  proKLK7 act = 4.8
  ADAM17 inh = -19

Structure: Cc1cccc(NC(=O)CCn2cnnn2)c1
  Tn7 DDE FP = 7
  PLC-gamma1 inh = -1
  ARFGAP1 inhibitor = -13
  UHRF1 MBD2 ctr = -3
  ASAP1 GAP inh = -3
  PLC-beta3 inh = 2
  Tn6 DDE FP = 4
  MBD2 DNA inh = -2
  proKLK7 act = -0.1
  ADAM17 inh = 0

Structure: COc1ccc2oc(=O)c(C(=O)C[n+]3cccc(C)c3)cc2c1
  Tn7 DDE FP = 0
  PLC-gamma1 inh = -14
  ARFGAP1 inhibitor = 4
  UHRF1 MBD2 ctr = 3
  ASAP1 GAP inh = -6
  PLC-beta3 inh = -15
  Tn6 DDE FP = 2
  MBD2 DNA inh = 4
  proKLK7 act = -0.9
  ADAM17 inh = -5

Compounds were not picked by outcome; overall some 4.1% were active at least once.
